LMPTP inh = LMPTP (human) inhibition | recombinant LMPTP-A, OMFP fluorogenic substrate, fluorescence intensity | inhibition, % at 20 µM | 360,000 compounds, 0.22% hits;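 active means compounds that cut the enzyme signal by at least half of the control window in the single-dose screen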;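 further: plate controls were DMSO wells with enzyme plus substrate for no effect and substrate without enzyme for full effect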
Target sequence (P24666 whole entry, looked up): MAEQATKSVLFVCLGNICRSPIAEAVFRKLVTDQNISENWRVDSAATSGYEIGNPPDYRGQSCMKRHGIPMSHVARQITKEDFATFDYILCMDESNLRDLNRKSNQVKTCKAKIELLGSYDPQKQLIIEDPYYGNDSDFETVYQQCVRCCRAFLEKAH
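Test system: LMPTP-A phosphatase enzyme; input: 0.625 nM LMPTP-A final; reagent: OMFP substrate, 400 µM final; compound dosing: 20 µM single dose, 3% DMSO; incubation: 50 min dark incubation at room temperature; measured by: endpoint fluorescence intensity from OMFP dephosphorylation; measure: % inhibition relative to no-enzyme and uninhibited control wells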
Scp-1 inhibitor = inhibitors of human Scp-1 phosphatase | Q9GZU7 | Recombinant Scp1, phosphopeptide, malachite green phosphate absorbance | inhibition, % at 20 µM | 340,000 compounds, 0.88% hits | AID 493091;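 active means inhibition above about 50% at 20 µM, limit read from the data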;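 further: plate controls were DMSO wells with enzyme for no effect and wells lacking enzyme for full effect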
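Test system – truncated SCP-1 phosphatase (76-261aa) · Reagent – Phosphorylated 17-residue peptide substrate · Incubation – 45 min room-temperature reaction, 5 min colour, 30 min stabiliser · Detection – colorimetric phosphate reagent with accelerator and stabiliser, absorbance at 630 nm · Measure – % inhibition at 20 µM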
Rpn11 inh = Rpn11 (human) deubiquitinase inhibition. human 26S proteasome, Ub4-pepOG fluorescence polarization; 20S core pre-blocked with epoxomicin. O00487. calls only at 20 µM. 360,000 compounds, 0.59% hits;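 active means inhibition at 20 µM, scaled to each plate's controls, above about 33%, limit read from the data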
Target sequence (O00487 whole entry, looked up): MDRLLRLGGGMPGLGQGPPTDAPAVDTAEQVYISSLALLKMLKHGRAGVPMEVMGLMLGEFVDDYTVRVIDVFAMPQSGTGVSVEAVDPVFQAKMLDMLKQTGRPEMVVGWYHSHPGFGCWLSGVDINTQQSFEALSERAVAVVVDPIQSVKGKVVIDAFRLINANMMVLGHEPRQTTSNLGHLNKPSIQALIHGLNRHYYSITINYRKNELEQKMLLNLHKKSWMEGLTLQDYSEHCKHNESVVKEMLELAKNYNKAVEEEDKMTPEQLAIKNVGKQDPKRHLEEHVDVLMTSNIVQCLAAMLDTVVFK
STEP inh = STEP (human) phosphatase inhibition; P54829; 360,000 compounds, 0.25% hits; recombinant STEP, OMFP fluorogenic substrate, fluorescence; inhibition, % at 20 µM;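 active means inhibition at 20 µM, scaled per plate between control wells, above about 37%, limit read from the data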;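 further: 0% = DMSO with enzyme and substrate and 100% = substrate only without enzyme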
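Assay system: isolated STEP enzyme / Timing: 20 min at room temperature, dark / Doses: 20 µM, 1% DMSO / Technique: fluorescence intensity, excitation 480 nm, emission 540 nm / Reagent: fluorogenic phosphatase substrate OMFP at 25 µM final / Measure: percent inhibition scaled to no-enzyme and uninhibited-enzyme controls, plate-pattern corrected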
SUMO1 PPI mod = modulators of human SUMO1-mediated protein-protein interactions; inhibition, % at 20 µM; 360,000 compounds, 0.33% hits; AID 602429; SUMO1 binding to a labelled peptide, TR-FRET, 1 h; in the data active means inhibition above about 37%
Target sequence (P63165 whole entry, looked up): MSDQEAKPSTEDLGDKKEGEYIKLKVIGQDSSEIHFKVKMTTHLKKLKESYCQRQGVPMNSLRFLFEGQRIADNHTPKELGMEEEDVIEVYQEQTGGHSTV
Tb MetRS inh = blocks T. brucei methionyl-tRNA synthetase activity; inhibition, % at 11.9 µM; purified T. brucei MetRS, ATP depletion, Kinase-Glo luminescence; 360,000 compounds, 0.4% hits; AID 624268;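 active means inhibition above a per-plate cutoff of the control wells' mean inhibition plus 3 SD, cut at about 5.5% in these data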;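 further: 0% = DMSO wells median and 100% = median of wells with control inhibitor compound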
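Material – parasite MetRS enzyme · Medium – HEPES-MgCl2-KCl buffer plus DTT, spermine, BSA, pyrophosphatase · Reagent – ATP, methionine and E. coli bulk tRNA substrates · Times – 15 min enzyme-compound preincubation, 2 h reaction, 10 min detection, 25 °C · Measured by – luminescence of leftover ATP · Evaluation – percent inhibition relative to median high and low control wells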
DNMT1 inh = DNMT1 (human) enzyme inhibition | DNMT1 molecular beacon, Hinp1I cleavage, fluorescence | inhibition (reported as % activation of signal), % at 10 µM | 360,000 compounds, 0.83% hits; in the data active means inhibition above about 50%
NadD inh = NadD (S. aureus) enzyme inhibition; purified NadD enzyme, colorimetric absorbance read-out; AID 602399; 360,000 compounds, 0.78% hits; inhibition, % at 20 µM; in the data active means inhibition above about 26%; further: some compounds past the cut are filed as inactive
MsrA inhibitor = bovine MsrA inhibition; purified bovine MsrA, absorbance read-out; 360,000 compounds, 0.75% hits; AID 651718; inhibition, % at 15.5 µM; in the data active means inhibition above about 4.5%;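 further: 0% = vehicle wells with enzyme and 100% = reference inhibitor wells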
CSN inh = CSN deneddylation inhibition. AID 651999. inhibition, % at 12.5 µM. Q92905. Purified CSN, SCF-Nedd8-OG deneddylation, fluorescence polarization. 360,000 compounds, 0.38% hits;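 active means pattern-corrected inhibition above about 35%, with an unprinted fluorescence ratio check between 0.5 and 1.5, limit read from the data, passing the limit was not always enough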;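 further: 0% = enzyme with substrate and 100% = substrate without enzyme; some results filed as inactive read as strong as hits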
Target sequence (Q92905 whole entry, looked up, one chain of several): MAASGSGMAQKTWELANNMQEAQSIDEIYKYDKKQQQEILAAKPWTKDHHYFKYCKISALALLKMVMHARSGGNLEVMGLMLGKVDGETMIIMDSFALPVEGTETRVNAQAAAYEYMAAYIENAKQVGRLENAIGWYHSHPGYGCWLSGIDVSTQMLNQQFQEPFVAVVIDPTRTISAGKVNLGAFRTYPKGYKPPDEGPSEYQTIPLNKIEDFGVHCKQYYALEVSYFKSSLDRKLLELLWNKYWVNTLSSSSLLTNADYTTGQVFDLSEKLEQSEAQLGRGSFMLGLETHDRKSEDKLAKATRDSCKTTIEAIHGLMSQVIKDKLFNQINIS
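Schedule: reaction 90 min, room temperature / Assay system: HEK293T-derived human Csn5 enzyme / Input: Csn5 at 0.24 nM final / Measure: inhibition of Csn5 cleavage, % / Control set: substrate-only high control, full reaction low control / Technique: fluorescence polarization of the substrate / Buffer or medium: Tris/NaCl/DTT buffer, pH 7.5 / Reagent: SCFSkp2-Nedd8OG substrate at 10 nM final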
Starred values were filed as active, the others as inactive; i = inactive; nt = not tested or not shown; + = active, no number.

SMILES | LMPTP inh | Scp-1 inhibitor | Rpn11 inh | STEP inh | SUMO1 PPI mod | Tb MetRS inh | DNMT1 inh | NadD inh | MsrA inhibitor | CSN inh
CCOc1ccc(NC(=O)c2nsc(Cl)c2Cl)cc1 | 0.0 | -5 | i | 0 | 1 | -0.2 | 1 | -10 | -1.6 | -5
COc1ccccc1CNC(=O)COC(=O)c1cc(S(=O)(=O)N2CCOCC2)ccc1Cl | 0.0 | -6 | i | -2 | 0 | -0.1 | 5 | 2 | -0.7 | -2
CCCNC(=O)Cn1c(=O)n(C)c2ccccc21 | -2.0 | -8 | i | -1 | 0 | 0.0 | 1 | 4 | -1.7 | -1
Cc1cc(C)nc(N2CCC(C(=O)NNC(=O)c3ccc(Cl)cc3)CC2)n1 | -1.5 | -4 | i | 12 | 2 | 0.2 | 4 | -9 | -0.2 | -1
Cc1ccc2nc3cc([N+](=O)[O-])cc([N+](=O)[O-])c3cc2c1 | 1.7 | -5 | i | 4 | 7 | 0.3 | -14 | -4 | 0.1 | 4
COc1cc(CN2CCNC(=O)C2CC(=O)N2CCCN(C(C)=O)CC2)cc(OC)c1 (configuration not stated) | -1.0 | -5 | i | -1 | -2 | -0.1 | -2 | 0 | -1.5 | 0
COC(=O)c1c(C)noc1-c1snnc1C | -1.9 | 3 | i | -1 | -15 | 0.3 | -25 | 2 | 1.2 | 0
COc1c(Br)cc([N+](=O)[O-])c(OC)c1C(=O)NC(=O)Nc1cc(Cl)cc(Cl)c1 | 1.3 | -30 | i | 0 | -6 | -0.3 | 2 | 8 | 0.3 | 2
O=C(Nc1cccc2ccccc12)N1CCCN(c2c(Cl)cncc2Cl)CC1 | 1.3 | -4 | i | 1 | -2 | -0.4 | 0 | 3 | -0.7 | 0
Cc1nc(SCC(=O)Nc2ccc(S(=O)(=O)N3CCOCC3)cc2)c2c(C)c(C)sc2n1 | 1.6 | -5 | i | 27 | -8 | -0.1 | -5 | 5 | 1.3 | 1
Cc1cccc(Cn2c(=O)oc3ccc(C)cc32)c1 | 0.3 | -22 | i | 1 | 4 | -0.4 | -2 | -9 | nt | -6
COc1ccc(C/C(N)=N/OC(=O)c2ccc(Cl)cc2)cc1 | -0.4 | -2 | i | -1 | -3 | -0.3 | 1 | -1 | 0.1 | -2

Taken from above:
CCCNC(=O)Cn1c(=O)n(C)c2ccccc21 @ DNMT1 inh = 1
Cc1nc(SCC(=O)Nc2ccc(S(=O)(=O)N3CCOCC3)cc2)c2c(C)c(C)sc2n1 @ DNMT1 inh = -5

Remaining list, next part.
SMILES | LMPTP inh | Scp-1 inhibitor | Rpn11 inh | STEP inh | SUMO1 PPI mod | Tb MetRS inh | DNMT1 inh | NadD inh | MsrA inhibitor | CSN inh
CCCOc1ccc(C2C(C(=O)c3ccc(C)o3)=C(O)C(=O)N2CCN2CCOCC2)cc1OC (configuration not stated) | -0.9 | -8 | i | 2 | -5 | -0.6 | -1 | 11 | 0.0 | 3
CC(=O)Nc1cc(NC(C)=O)ncn1 | -4.8 | -4 | i | -4 | 0 | -1.4 | 15 | -1 | 0.7 | 0
CCc1ccc(C(=O)NNC(=O)c2ccc3c(=O)n4c(nc3c2)CCC4)cc1 | -0.7 | -9 | i | -2 | 6 | -0.4 | 2 | 3 | 0.3 | 0
CC1(C(=O)Nc2ccc3c(c2)OCCO3)CCN1C(=O)c1ccco1 (configuration not stated) | 0.1 | nt | i | -3 | -4 | -0.2 | 7 | 4 | -1.0 | -1
COc1ccc(C2NC(=O)c3ccccc3O2)cc1 (configuration not stated) | -1.2 | -13 | i | 0 | -3 | 0.3 | 1 | -10 | -0.8 | 1
Cn1nc(N2CCN(S(=O)(=O)c3ccccc3)CC2)c(=O)n(C)c1=O | -1.4 | -1 | i | 1 | -3 | -0.3 | 1 | -1 | -0.2 | -6
CCOC(=O)C1CCN(C(=O)c2cccc(S(=O)(=O)N3CCc4ccccc43)c2)CC1 | -0.7 | -12 | i | 1 | 1 | -0.2 | 0 | -2 | -0.4 | -1
Cc1c(CNCCc2ccc(Cl)cc2)c(C(=O)O)c(C)n1-c1ccccc1 | -1.5 | -9 | i | -1 | -51 | 0.4 | 0 | 0 | -0.3 | 3
O=C(NC(=S)N1CCCC(C(F)(F)F)C1)c1ccc(F)cc1 (configuration not stated) | -0.6 | -5 | i | 3 | 5 | -0.5 | -1 | 0 | 0.2 | 1
O=S(=O)(c1cccc(C(F)(F)F)c1)N1CCN(C(=S)NC2CC2)CC1 | -1.9 | -10 | i | -2 | 1 | -0.4 | -5 | -3 | 0.1 | -3
O=C(CCCN1C(=O)NC2(CCCC2)C1=O)Nc1ccc(F)cc1 | -3.4 | -8 | i | 0 | -4 | -0.5 | 3 | 5 | 0.2 | -3
c1ccc2nc(N3CCOCC3)c(N3CCCC3)nc2c1 | -0.5 | -5 | i | -5 | 2 | -0.3 | 0 | -1 | 0.7 | 3
O=[N+]([O-])c1ccc(Oc2ccc(/C=N/O)cc2)nc1 | -0.1 | -4 | i | -3 | -19 | 0.0 | -2 | 4 | 0.1 | 0
CCC1CCCCN1C(=S)NC(=O)c1cc(S(=O)(=O)N2CCOCC2)ccc1C (configuration not stated) | -2.0 | -11 | i | 1 | 1 | -0.1 | -3 | -8 | 0.9 | -12
CCCCCCCCN=C1NC(=O)CS1 | -1.0 | -5 | i | 0 | 1 | 0.2 | 6 | 2 | nt | 3
Cc1ccc(S(=O)(=O)N(C)C)cc1NC(=O)COC(=O)c1ccc2c(=O)n3c(nc2c1)CCC3 | 0.1 | -4 | i | 0 | 0 | 0.1 | 1 | 3 | 0.2 | 2
Cc1cccc2sc(N(CCCN(C)C)C(=O)c3ccc(Cl)s3)nc12 | -1.5 | -5 | i | 0 | 2 | -0.7 | -3 | -7 | -0.3 | 3
COc1ccccc1N1CCN(CC(=O)Nc2ccnn2C2CCCC2)CC1 | -1.6 | -5 | i | -4 | -1 | -0.4 | 1 | 1 | 1.3 | 1
CCOc1ccc(CN2CCN(Cc3ccon3)CC2CCO)cc1 (configuration not stated) | -0.8 | 2 | i | 7 | 4 | -0.5 | 0 | -7 | -0.4 | 2
Cc1cc(C)c2c(CC(=O)NNC(=O)c3ccccc3)coc2c1 | 0.3 | -5 | i | 0 | 3 | 0.1 | -2 | -7 | 0.5 | -2
Cn1c(O)c(N=NC(=O)c2ccccc2O)c2ccccc21 | 3.6 | 26 | i | 1 | -13 | 1.3 | 1 | -8 | 2.8 | -10
Cc1cc(/C(N)=N/OC(=O)c2ccccc2Cl)no1 | 1.5 | -13 | i | -1 | -1 | 0.5 | -2 | -3 | 0.4 | 2
CCn1c(SCc2ccc([N+](=O)[O-])cc2)nnc1C(C)NC(=O)c1ccccc1Br (configuration not stated) | -1.8 | 16 | i | -1 | -17 | -0.4 | 1 | -3 | -0.3 | -4
O=C(NCCCN1CCOCC1)c1cc(Cl)ccc1Cl | -2.7 | -9 | i | -4 | -1 | -0.6 | 3 | -4 | -0.6 | -4

4 compounds drawn at random from the list so far:
SMILES | LMPTP inh | Scp-1 inhibitor | Rpn11 inh | STEP inh | SUMO1 PPI mod | Tb MetRS inh | DNMT1 inh | NadD inh | MsrA inhibitor | CSN inh
O=C(NC(=S)N1CCCC(C(F)(F)F)C1)c1ccc(F)cc1 (configuration not stated) | -0.6 | -5 | i | 3 | 5 | -0.5 | -1 | 0 | 0.2 | 1
Cc1c(CNCCc2ccc(Cl)cc2)c(C(=O)O)c(C)n1-c1ccccc1 | -1.5 | -9 | i | -1 | -51 | 0.4 | 0 | 0 | -0.3 | 3
COc1c(Br)cc([N+](=O)[O-])c(OC)c1C(=O)NC(=O)Nc1cc(Cl)cc(Cl)c1 | 1.3 | -30 | i | 0 | -6 | -0.3 | 2 | 8 | 0.3 | 2
c1ccc2nc(N3CCOCC3)c(N3CCCC3)nc2c1 | -0.5 | -5 | i | -5 | 2 | -0.3 | 0 | -1 | 0.7 | 3

Other entries.
SMILES | LMPTP inh | Scp-1 inhibitor | Rpn11 inh | STEP inh | SUMO1 PPI mod | Tb MetRS inh | DNMT1 inh | NadD inh | MsrA inhibitor | CSN inh
Cc1ccc(CCNC(=O)CCSCc2ccc(Cl)cc2)cc1 | -0.4 | -5 | i | -3 | -1 | -0.3 | -1 | -11 | -0.5 | -10
O=C(CN1C(=O)c2ccccc2S1(=O)=O)NCCSc1ccccc1 | -0.6 | -4 | + | -2 | 1 | 0.1 | 1 | 6 | -1.0 | 5
CCc1cccc(CC)c1NC(=O)COC(=O)C1(c2ccc(Cl)cc2)CCCC1 | 1.1 | -5 | i | 4 | -1 | 0.1 | 5 | 2 | 0.3 | 0
Cc1ccccc1N1CCN(C(=O)c2cc(-c3ccccc3)nc3c2cnn3C(C)C)CC1 | 0.0 | nt | i | -1 | 1 | 0.2 | -3 | -1 | 0.3 | -2
CC(O)CNc1nc2sc3c(c2c(=O)n1Cc1ccco1)CCCCC3 (configuration not stated) | 0.8 | -11 | i | -3 | 6 | -0.5 | -3 | -8 | -0.2 | -2
Cc1nn(-c2nnc(C)c(=O)[nH]2)c(C)c1SCC(=O)Nc1ccc(C(C)C)cc1 | -0.5 | 21 | i | 5 | 1 | -0.5 | 0 | -3 | -0.4 | 0
COc1cc(/C=N/Nc2nc3c(c(=O)n(C)c(=O)n3C)n2Cc2ccccc2)ccc1OC(=O)c1ccco1 | 2.8 | -4 | i | -2 | 0 | -1.3 | -8 | 17 | 5.4* | -12
COc1ccc(-n2c(Cc3cccn3C)nnc2SCC(=O)Nc2ccc(C(C)=O)cc2)cc1 | 1.7 | -12 | i | 3 | 6 | -1.6 | -5 | 8 | -0.6 | 3
O=C(c1cnc2ccccc2n1)N1CCN(c2ccc(C(F)(F)F)cn2)CC1 | 0.5 | -17 | i | 2 | -11 | -0.9 | -3 | -5 | 0.8 | 2
Cc1ccc(O)c(N=Nc2ccccc2)n1 | 0.1 | -17 | i | 2 | -51 | -5.5 | 1 | -1 | -0.1 | -2
Cc1nc(SCC(=O)NCc2ccco2)[nH]c(=O)c1C | -1.1 | 23 | i | 3 | 8 | -1.2 | 21 | -4 | -0.7 | -1

Bioassay records: PubChem, several laboratories
